KOR beta-arrestin-1: kappa opioid receptor blockers – cell-based, luminescence, uHTS (AID 1778); KOR beta-arrestin recruitment, luminescence, antagonist mode; higher % means a stronger effect; one-dose inhibition, % at 10 µM; IC50 in µM for titrated hits; 0.091% of 290,000 active; also: strong numbers were not always called active
GPR55 beta-arrestin: selective activators of receptor GPR55 – imaging, U2OS cells, beta-arrestin-GFP redistribution, primary screen (AID 1961); U2OS GPR55 beta-arrestin-GFP redistribution imaging; higher % means a stronger effect; activation, % at 10 µM; hits with a dose series show EC50 in µM; 0.048% of 290,000 active;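 active = activation above 40% with more than 50 cells counted in the well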;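 also: U2OS osteosarcoma cells stably expressing GPR55 and beta-arrestin-GFP; plate controls were DMSO negative control for no effect and LPI positive control for full effect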
HIV peptide binding: cell-free HIV fusion peptide-binding blockers – biochemical, uHTS, fluorescence dequenching, primary screen (AID 1986); cell-free peptide binding, fluorescence dequenching, 30 min; higher % means a stronger effect; one-dose inhibition, % at 20 µM; IC50 in µM for titrated hits; 0.3% of 290,000 active; in the data active = inhibition mostly above about 52%, no sharp cut-off; inactive = mostly below about 76%; also: some results filed as inactive read as strong as hits
GPR35 arrestin U2OS: GPR35 antagonists blocking zaprinast-driven arrestin recruitment, primary screen, imaging, U2OS, beta-arrestin-GFP, zaprinast agonist (AID 2058) | 0.052% of 290,000 active | one-dose inhibition, % at 10 µM; IC50 in µM for titrated hits | U2OS GPR35 beta-arrestin-GFP translocation imaging, zaprinast antagonism; higher % means a stronger effect;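 active = inhibition of at least 50% with at least 30 cells and total cytoplasm GFP at most 10,000,000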
Myeloid diff 2: promotes myeloid progenitor differentiation; calls only at 10 µM; ER-HoxA9 myeloid progenitors, lysozyme-GFP differentiation, flow cytometry; AID 624256; 1% of 360,000 active;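 active = normalized GFP-positive differentiation at or above the plate's own cutoff, the solvent-only control mean plus 3 SD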;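 also: cells exposed to compound for four days before flow analysis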
NOD1 inhibition: inhibition of NOD1-driven NF-kB reporter – cell-based, luminescence, uHTS, primary screen (AID 1578). NOD1-driven NF-kB luciferase reporter cells, luminescence; higher % means a stronger effect. inhibition, % at 4 µM, or EC50 in µM where a hit was titrated. 1% of 290,000 active; in the data active = inhibition mostly above about 36%, no sharp cut-off; inactive = mostly below about 34%;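 also: HEK-293T reporter cells stimulated with the NOD1 agonist gamma-tri-DAP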
HEK293 NOD2/NF-kB: inhibition of NOD2-driven NF-kB reporter – cell-based, luminescence, uHTS, HEK293 (AID 1566). HEK293 NOD2/NF-kB luciferase reporter, luminescence; higher % means a stronger effect. inhibition, % at 4 µM; hits with a dose series show EC50 in µM. 0.63% of 290,000 active; also: many of its hits are not listed in these tables
GPR55 antagonists: inhibition of LPI-stimulated GPR55 beta-arrestin translocation – imaging, U2OS, beta-arrestin-GFP, LPI agonist, primary screen (AID 2013); U2OS GPR55 beta-arrestin-GFP translocation imaging, LPI antagonism; higher % means a stronger effect; inhibition, % at 10 µM, or IC50 in µM where a hit was titrated; 0.13% of 290,000 active;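 active = spots per cell inhibited over 60%, with over 100 cells counted and total cytoplasm intensity under 500,000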;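 also: U2OS cells stably carrying GPR55 and arrestin-GFP stimulated by 5 µM LPI near EC80; imaged beta-arrestin-GFP aggregate spots per cell after agonist stimulation; plate controls were LPI-stimulated DMSO wells for no effect and DMSO wells without LPI for full effect; some results filed as inactive read as strong as hits; confirmed hits need IC50 under 10 µM and bright autofluorescent wells are also inconclusive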
KOR beta-arrestin-2: KOR agonists, beta-arrestin recruitment, primary screen, cell-based, luminescence, uHTS (AID 1777); KOR beta-arrestin recruitment, luminescence; higher % means a stronger effect; activation, % at 10 µM; hits with a dose series show EC50 in µM; 0.02% of 280,000 active; in the data active = activation above about 50%, passing the limit was not always enough; also: a part of the inactive calls stands beside numbers as strong as those of hits
Myeloid diff 2 GFP+ MAC1+ %: recorded beside Myeloid diff 2, whose call it bears; GFP+ MAC1+ double positive, %; measured here: differentiation confirmed by MAC1 staining
An asterisk follows results filed as active; i = inactive; . = no result given; [ ] = remark or other dose. Rule as the data show it, unless noted: active = inhibition above about 50%; inactive = the rest. Not all compounds are listed; rates above refer to the full screens.

SMILES | KOR beta-arrestin-1 | GPR55 beta-arrestin | HIV peptide binding | GPR35 arrestin U2OS | Myeloid diff 2 | Myeloid diff 2 GFP+ MAC1+ % | NOD1 inhibition | HEK293 NOD2/NF-kB | GPR55 antagonists | KOR beta-arrestin-2
O=C(Nc1ccc(Cl)cn1)C1CCCN1S(=O)(=O)c1ccc(Cl)cc1 (stereo unspecified) | -49% | -1.0% | 12% | -18% | i | 5.2 | -5% | 8% | -1% | -1.2%
O=C(Oc1coc(CSc2ncccn2)cc1=O)c1cccs1 | 20% | -1.0% | 3.1% | -7% | i | 0.2 | -29% | 1% | 10% | -3.5%
Cc1ccc(S(=O)(=O)NN2C(=O)/C(=C/c3ccccn3)SC2=S)cc1 | -21% | 0.5% | 8.9% | 2% | i | 0.4 | -20% | -7% | 9% | 8.9%
O=C(NCc1ccncc1)C(=O)N/N=C/c1ccc(OCc2ccccc2)cc1 | -12% | 0.3% | -0.8% | -3% | i | 0.3 | -27% | -10% | 5% | -2.4%
CCn1cc(C(=O)NCc2ccc3c(c2)OCO3)c(=O)c2cc(F)c(N3CCN(C(=O)c4ccco4)CC3)cc21 | -12% | -0.1% | -3.1% | 4% | i | 0.5 | 83%* | 25% | -20% | -6.4%
COC(=O)Cc1nc(Nc2ccccc2)sc1C | -37% | 0.5% | 2.4% | 1% | i | 0.3 | 4% | -7% | -3% | 2.1%
O=[N+]([O-])c1ccc(/C=N/Nc2nc(NCc3ccccc3)nc(N3CCOCC3)n2)cc1 | -14% | -0.4% | -1.4% | -7% | i | 0.4 | -23% | -4% | 6% | 1.0%
O=C(c1ccc(Sc2cccc(Cl)c2)c([N+](=O)[O-])c1)N1CCN(c2ccccn2)CC1 | 6% | -0.3% | -1.9% | -24% | i | 0.7 | -34% | 9% | 16% | -4.4%
CCn1c(SCC(=O)Nc2nc(-c3ccc(C)cc3)cs2)nnc1-c1ccccc1 | -32% | -0.1% | 1.9% | 16% | i | 0.9 | 31% | 29% | 4% | 3.9%
COc1ccc(OC)c(NS(=O)(=O)c2ccc(Br)s2)c1 | -9% | 0.1% | -0.6% | -13% | . | . | -7% | 14% | -13% | -1.8%
CCc1nnc(NC(=O)CSc2nc(-c3ccccc3)c(-c3ccccc3)o2)s1 | -3% | 0.5% | -2.9% | -2% | i | 1.4 | -13% | -10% | -7% | -2.8%
CSCCC(NS(=O)(=O)c1ccc2c(c1)c(=O)n(C)c(=O)n2C)C(=O)NC1CCN(Cc2ccccc2)CC1 (stereo unspecified) | 18% | -0.7% | -0.5% | -19% | i | 0.7 | -6% | 16% | 8% | -1.7%
CCOc1cc(/C=C2/C(=O)NN(c3cccc(Cl)c3)C2=O)ccc1O | -6% | 0.4% | 31% | 8% | i | 0.4 | 21% | -9% | -9% | 3.2%
Cn1ncc(Cl)c1C(=O)N1CCc2ccccc21 | -27% | -0.1% | -0.4% | 0% | i | 5.1 | -13% | -20% | -4% | 0.2%
Cc1ccc(N2C(=O)C3C4CC(=O)C(c5ccccc54)C3C2=O)cc1 (stereo unspecified) | -13% | -0.1% | 1.1% | -17% | i | 1.0 | -21% | 4% | 18% | 5.7%
Cc1ccc(-c2nnc(SCC(=O)N3CC(C)CC(C)C3)o2)cc1C (stereo unspecified) | 29% | -0.5% | -1.5% | -13% | i | 5.0 | -1% | 16% | -3% | -1.1%
O=C(NC(Cc1ccccc1)C(=O)O)/C(=C\c1ccc(Cl)cc1)NC(=O)c1ccccc1 (stereo unspecified) | -22%[20 µM] | -0.1% | 4.2% | -15% | i | 0.4 | -7% | 13% | 2% | -0.2%
Cc1ccc(Nc2nc(Cl)nc(NC(C)(C)C)n2)cc1 | -14% | 0.8% | -0.1% | -14% | i | 0.3 | -55% | -41% | 9% | -0.9%
COC(=O)Nc1ccc(S(=O)(=O)N2CCC(C)CC2)cc1 | 3% | -0.1% | 4.4% | -8% | i | 7.0 | -11% | -11% | 0% | -3.9%
CCNC(=O)NCCc1c[nH]c2ccc(Cl)cc12 | 8% | 1.3% | -0.2% | 3% | i | 1.0 | -46% | -10% | 3% | -7.1%
COc1ccc(-c2nc3ccccc3[nH]2)cc1 | 30% | -0.2% | -0.5% | -3% | . | . | -7% | -98% | -1% | -5.0%
COCCn1c(SCC(=O)NCc2ccco2)nnc1-c1c[nH]c2ccccc12 | -8% | 0.4% | -0.8% | 20% | i | 4.3 | -12% | 1% | 7% | -2.0%
O=C(CSc1ccccc1)Nc1ccc2c(c1)C(=O)NC2=O | -44% | -0.2% | -0.9% | 1% | i | 1.1 | -27% | -6% | -17% | -2.5%
CCN(CCCNc1ncnc2nc[nH]c12)c1cccc(C)c1 | 5% | -0.2% | -2.4% | -9% | i | 3.1 | 7% | 9% | -2% | -5.2%
COc1ccc(NC(=O)CN2CCc3ccccc3C2)cc1OC | -22% | -0.3% | -0.6% | 4% | i | 1.3 | -38% | 15% | -4% | -1.8%
COCCCNc1nc2c(-c3cccc(C)c3)nnn2c2ccccc12 | -17% | -0.3% | -0.7% | -8% | i | 6.2 | -12% | 16% | 2% | -1.8%
COc1ccc(CCn2c(O)c(C3=c4ccccc4=NC3=O)sc2=S)cc1OC | -21% | -0.1% | 0.8% | -9% | i | 0.2 | -36% | 1% | 4% | -2.5%
O=C(NCCSCc1ccco1)Nc1ccccc1 | -26% | 0.2% | -2.9% | -4% | i | 5.4 | -26% | -22% | -8% | 3.0%
COc1ccc(/C=N/NC(=S)Nc2ccccc2)cc1 | -57%[20 µM] | 15% | -1.5% | 18% | i | 0.4 | -26% | -58% | 4% | .
CC(C)C(NC(=O)CN1C(=O)c2ccccc2S1(=O)=O)C(C)C | -8% | -0.1% | -1.4% | -2% | i | 1.8 | 7% | 6% | -7% | -5.6%

Marked active in NOD1 inhibition, among the entries above:
canonical_smiles,KOR beta-arrestin-1,GPR55 beta-arrestin,HIV peptide binding,GPR35 arrestin U2OS,Myeloid diff 2 GFP+ MAC1+ %,NOD1 inhibition,HEK293 NOD2/NF-kB,GPR55 antagonists,KOR beta-arrestin-2
CCn1cc(C(=O)NCc2ccc3c(c2)OCO3)c(=O)c2cc(F)c(N3CCN(C(=O)c4ccco4)CC3)cc21,-12%,-0.1%,-3.1%,4%,0.5,83%*,25%,-20%,-6.4%

Additional structures
SMILES | KOR beta-arrestin-1 | GPR55 beta-arrestin | HIV peptide binding | GPR35 arrestin U2OS | Myeloid diff 2 | Myeloid diff 2 GFP+ MAC1+ % | NOD1 inhibition | HEK293 NOD2/NF-kB | GPR55 antagonists | KOR beta-arrestin-2
Cc1ccc(-n2c(CCc3ccccc3)n[nH]c2=S)cc1C | 0%[20 µM] | -0.2% | 2.4% | 5% | i | 0.4 | -13% | -20% | -5% | -5.9%
O=C(/C=C/c1ccc2c(c1)OCO2)N1CCOCC1 | -4% | -0.1% | 0.6% | -2% | i | 1.3 | -2% | -2% | 13% | 14%
CCOc1ccc(N2C(=O)CC(S/C(N)=N/N=C/c3cccs3)C2=O)cc1 (stereo unspecified) | -6% | 0.0% | -1.0% | -4% | i | 1.4 | -3% | 17% | 6% | 6.7%
O=C(Cc1ccc(N2CCNC2=O)cc1)N1CCCC(Nc2cccc(F)c2)C1 (stereo unspecified) | -83% | -0.1% | 0.2% | -8% | i | 4.3 | 19% | -21% | -33% | 7.6%
CS(=O)(=O)N1CCN(c2ccccc2NC(=O)c2ccc(Cl)cc2)CC1 | -2% | -0.5% | 1.9% | -6% | i | 1.4 | -8% | -3% | 4% | -0.3%
Cc1ccc(C(=O)N/C(=C\c2cn(C)c3ccccc23)C(=O)NCCCN2CCOCC2)cc1 | -2% | -0.2% | -0.1% | -7% | i | 1.6 | -40% | 19% | 2% | 6.1%
O=S1(=O)C=CC(c2ccccc2)C1 (stereo unspecified) | -12% | -0.3% | 0.2% | 0% | i | 0.5 | 2% | 13% | 2% | 5.4%
C/C(=N\Oc1cccc(F)n1)c1ccc(Cl)cc1Cl | 5% | -0.2% | 17% | 0% | i | 0.4 | -14% | 10% | -3% | -1.9%
O=C(NCCN1CCOCC1)c1cc(S(=O)(=O)Nc2ccccc2F)c(Cl)cc1Cl | 6% | 0.3% | -0.2% | 26% | i | 0.5 | 6% | 17% | -5% | -0.6%
Cc1cc(C)cc(NC(=O)CCNS(=O)(=O)c2ccc3c(c2)oc(=O)n3C)c1 | 12% | -0.1% | 0.0% | -11% | i | 1.1 | -15% | -6% | 12% | -3.2%
COc1ccc(S(=O)(=O)N2CCC(C(=O)N3CCCC3)CC2)cc1 | -14% | 0.2% | 0.5% | 1% | i | 0.5 | -6% | 7% | 7% | 3.0%
Cc1c(C#N)c2ccccc2n1CC(=O)NCc1ccccc1 | -6% | -0.4% | 2.9% | 1% | i | 1.0 | 4% | 12% | 4% | 5.9%
CCOC(=O)C(NCCc1ccccc1F)(NC(C)=O)C(F)(F)F (stereo unspecified) | 4% | 0.2% | 0.6% | 2% | i | 1.2 | -23% | 7% | 6% | 4.3%
N#CC(C#N)=C1c2cc(S(N)(=O)=O)ccc2-c2ccc(S(N)(=O)=O)cc21 | -2% | -0.4% | 0.4% | -5% | i | 0.9 | -25% | -9% | 0% | -3.5%
CCCSC1=C(C#N)C(c2ccccc2C)CC(=O)N1 (stereo unspecified) | -14% | 1.1% | -0.1% | 4% | i | 0.5 | -6% | -4% | -6% | -0.3%
NC(=S)N=Nc1c(O)n(Cc2ccc(Br)cc2)c2ccccc12 | -8% | -0.2% | 0.3% | 20% | i | 0.3 | . | . | -2% | -3.2%
O=[N+]([O-])c1ccc2c(c1)OCCOCCOCCOCCOCCOCCO2 | 4% | -0.1% | 1.2% | -9% | i | 0.7 | -22% | 21% | 15% | 1.2%
O=C(COC(=O)C12CC3CC(CC(C3)C1)C2)Nc1ncc(Cl)cc1Cl | -17% | -0.1% | -2.7% | -8% | i | 0.6 | -22% | 15% | -3% | 1.7%
O=C(NC1CCCCC1)C(c1ccc2ncccc2c1)N(Cc1ccc2c(c1)OCO2)C(=O)c1cccs1 (stereo unspecified) | -25% | -0.3% | -1.2% | 3% | i | 8.1 | -12% | 12% | 11% | 103%
Cc1ccc(CNC(=O)CCNS(=O)(=O)c2cccc3nonc23)cc1 | -20% | 0.0% | -2.0% | -3% | i | 0.9 | -2% | 12% | -5% | 0.2%
Nc1nc(SCC(=O)N2CCOCC2)[nH]c(=O)c1-c1ccccc1 | -18% | 1.0% | 1.4% | 10% | i | 0.1 | -48% | 23% | 0% | -1.6%
CCOC(=O)N1CCN(C(=O)CN2C(=O)COc3ccc(S(=O)(=O)N4CCOCC4)cc32)CC1 | -8% | -0.1% | 0.0% | 15% | i | 7.4 | -12% | 0% | 20% | -3.2%
COc1ccc(-n2c(O)c(/C=N/NS(=O)(=O)c3ccc(C)c([N+](=O)[O-])c3)c3ccccc3c2=O)cc1OC | -25%[20 µM] | 0.2% | 142% | -9% | i | 0.2 | -25% | 23% | 17% | 4.6%
COc1ccc(N=C(C)c2sc3ccccc3c2O)cc1 | 22% | 0.5% | 5.6% | 18% | i | 0.2 | -1% | -162% | 2% | -0.7%

Screening results (PubChem)
